# ER stress death: ER stress cell death inhibition; CSM14.1 thapsigargin ER stress survival, ATP luminescence; AID 1010; 48,000 tested, 0.33% active; relative survival (cellular ATP), % at 15 µg/mL (by protocol);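 active = survival measured by cellular ATP above 50% at 15 µg/ml in the first screen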;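 note: cell death triggered by about 15 µM thapsigargin; ATP read 24 h after thapsigargin was added; plate controls were thapsigargin with DMSO for no effect and DMSO without thapsigargin for full effect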
# * marks the source's active call; other numbers are inactive results.
SMILES,ER stress death
NC(=O)c1c(NC(=O)c2ccco2)sc2c1CCC2,-2
COc1ccc(CN2CCN(Cc3cc(OC)ccc3O)CC2)cc1,0
COc1ccc(NC(=O)c2c(NC(=O)c3ccco3)sc(-c3ccccc3)c2C)cc1,1
COc1cccc(N2C(=O)C(=O)/C(=C(\O)c3ccccc3)C2c2ccc(O)c(OC)c2)c1 (stereo unspecified),4
CC(/C=N/NC(=O)c1cccnc1)c1ccccc1 (stereo unspecified),4
Cc1ccc(NC(=O)C2C3C=CC(C4CC34)C2C(=O)O)c(C)c1 (stereo unspecified),-1
O=C(NC(=S)Nc1ccc(-c2nc3cc(Cl)ccc3o2)cc1)c1ccco1,5
C=CCOc1ccc2c(C(F)(F)F)cc(=O)oc2c1,0
NC(=O)c1cccc2c1-c1ccccc1/C2=N\O,4
COc1ccc(C(=O)N2CCN(c3ccccc3)CC2)c(OC)c1,3
CCOC(=O)c1c(NC(=O)COc2ccc(Cl)cc2)sc2c1CCN(C(=O)OCC)C2,5
CCN(CC)c1ccc(NC(=O)S(=O)(=O)c2ccccc2)cc1,7
CCOc1cc(OCC)cc(C(=O)Nc2cccc3ccccc23)c1,-2
Cc1ccccc1NC(=O)c1ccccc1NC(=O)C(O)(c1ccccc1)c1ccccc1,6
CCOC(=O)C(O)(CCC(O)(C(=O)OCC)C(=O)OCC)C(=O)OCC,8

# Three consecutive entries out of the list so far:
SMILES,ER stress death
NC(=O)c1c(NC(=O)c2ccco2)sc2c1CCC2,-2
COc1ccc(CN2CCN(Cc3cc(OC)ccc3O)CC2)cc1,0
COc1ccc(NC(=O)c2c(NC(=O)c3ccco3)sc(-c3ccccc3)c2C)cc1,1

# The results go on.
SMILES,ER stress death
NC1=NC(=O)C(CC(=O)Nc2ccccc2F)S1 (stereo unspecified),2
O=C1CC(O)(C(F)F)Oc2ccccc21 (stereo unspecified),8
Cc1oc2ccc(OCC(=O)c3ccccc3)cc2c1C(=O)O,0
CC(C)Oc1cccc(C(=O)N2CCc3ccccc32)c1,-1
N/C(=N\OC(=O)COc1ccc(Br)cc1)c1ccncc1,-3
Cc1cccc(NC(=O)CC2Sc3ccc(C(F)(F)F)cc3NC2=O)c1C (stereo unspecified),11
O=C(CSc1nnc(-c2ccc(Cl)cc2)n1-c1ccccc1)N/N=C/c1ccc([N+](=O)[O-])cc1,-5
COc1ccc(OC)c(NC(=O)c2ccccc2Br)c1,7
O=c1cnnc(N/N=C/C=C/c2ccccc2)[nH]1,12
O=P(O)(Oc1cccc(Cl)c1)Oc1cccc(Cl)c1,1
O=C(c1cccnc1)N1CCN(S(=O)(=O)c2ccc(Cl)cc2)CC1,8
O=C(NCCNc1cc(Cl)ccc1[N+](=O)[O-])c1ccccc1Cl,2
O=C(Nc1cccc2ccccc12)c1cccc(I)c1,2
C#CCn1cc(/C=C(/C#N)C(=O)Nc2ccc(Cl)cc2)c2ccccc21,-7
OC(COc1ccc(Br)cc1)Cn1cnc2ccccc21 (stereo unspecified),4
Cc1ccc(C(=O)N/C(=C\c2ccc(Cl)cc2)C(=O)NCC(C)C)cc1,-2
N#Cc1cc2c(nc1SCC(=O)Nc1nccs1)CCCCC2,-5
CCOC(=O)C(N)Cc1ccc(O)c([N+](=O)[O-])c1 (stereo unspecified),6
Cc1ccc(C(=O)N/N=C\c2cc(Cc3ccccc3Cl)ccc2O)cn1,4
COc1ccc(OC)c(NC(=O)/C=C/c2ccc(OC)c(OC)c2)c1,4
COc1ccc(N(CC(=O)Nc2ccc(Cl)cc2)S(=O)(=O)c2ccc(C)cc2)cc1,0
COc1cc(/C=C2/C(C)=C(C#N)c3nc(N)c(C#N)c(C)c32)c([N+](=O)[O-])cc1OC,4
O=C(CCN1C(=O)S/C(=C\c2ccccc2)C1=O)N1CCOCC1,-4
COc1ccc(OC)c(-n2cnc(-c3ccc([N+](=O)[O-])cc3)c2)c1NCc1ccccc1,2
O=C1C=C(C(c2ccccc2)c2ccccc2)C(=O)c2ccccc21,7
O=C(CCCN1C(=O)c2cccc3cccc(c23)C1=O)N1CCN(C/C=C/c2ccccc2)CC1,1
O=C(Nc1ccccc1Cl)c1ccccc1Br,6
CCOC(=O)C1C(=O)C=C(/C=C/c2cccs2)CC1c1ccccc1 (stereo unspecified),7
CN(C)c1ccc(C2/C(=C(\O)c3ccc(F)cc3)C(=O)C(=O)N2CCCCCC(=O)O)cc1 (stereo unspecified),-1
COc1ccccc1C(NC(=O)Cc1ccccc1)c1ccc2cccnc2c1O (stereo unspecified),13
CCn1nnnc1-c1ccc(OC)c(S(=O)(=O)Nc2ccc(Cl)cc2)c1,0
O=C(CCc1ccccc1)Nc1cc([N+](=O)[O-])ccc1F,-2
CCOc1cc(/C=N\n2cnnc2)ccc1OCCOCCOc1ccc(C)cc1,2
CC(C)(C)c1ccc(/C=C/C(=O)Nc2ccc([N+](=O)[O-])cc2)cc1,8
CC(=O)Nc1cc(-c2ccc(Cl)cc2)nn1Cc1ccc(Cl)cc1,8
O=C(Nc1cccc(I)c1)c1ccccc1C(F)(F)F,-3
COc1ccc(C(=O)Nc2ccc(O)c(-c3nc4ccccc4o3)c2)cc1OC,-4
CCc1cc2c(=O)c(-c3nc4ccccc4s3)coc2cc1OS(C)(=O)=O,2
O=C(CCN1CCCC1)NCC1COc2ccccc2O1 (stereo unspecified),1
O=C(COc1ccc(Br)cc1)Nc1ccncc1,-1
C#CCOc1ccc(/C=C2\C(=O)NC(=O)N(c3ccc(Cl)cc3)C2=O)cc1,8
COc1ccc(-c2cc(C(F)(F)F)n3nc(C(=O)OC(C)C)c(Cl)c3n2)cc1,5
COC1=CC(CC(=O)c2ccc(OC)c(OC)c2)C(C(=O)c2ccccc2Cl)C=C1OC (stereo unspecified),-2
COc1cc(/C=N/NS(=O)(=O)c2ccc3ccccc3c2)ccc1OCCN1CCOCC1,1
O=C(CCCC(=O)Nc1cccc(Br)c1)N/N=C/c1cc([N+](=O)[O-])ccc1O,8
COc1ccc(N2CCN(C(=O)c3cc(F)c(F)cc3Cl)CC2)c([N+](=O)[O-])c1,-1
CN(C)c1cccc(C(=O)Nc2ccc(Br)cc2F)c1,0
NC1=C(Nc2ccccc2)C(=O)c2ccccc2C1=O,-9
CC1(C)Cc2ccccc2C(=C(C#N)C#N)N1,6
Fc1ccc(OCCn2ccnc2)cc1,2
Cc1ccccc1C(=O)Nc1ccc(-c2ccc([N+](=O)[O-])cc2)cc1,8
Cc1c(N=Cc2sc3ccccc3c2O)c(=O)n(-c2ccccc2)n1C,7
Cc1c(C(=O)Nc2ccccc2C(N)=O)cccc1[N+](=O)[O-],-8
CCOC(=O)C1=C(C)N=c2s/c(=C\c3ccc(O)c(OC)c3)c(=O)n2C1c1cccc(OC)c1 (stereo unspecified),8
CC(CCc1ccccc1)NC(=O)C1(c2ccccc2)CCOCC1 (stereo unspecified),1
CCn1c2ccccc2c2cc(CN3CCN(Cc4cc(OC)ccc4O)CC3)ccc21,26
NNC(=O)CCNS(=O)(=O)c1ccc([N+](=O)[O-])cc1,1
Cc1[nH]c2c(ccc3ccccc32)c(=O)c1CN1CCOCC1,7
Cc1ccc(C2C(C(=O)OC(C)C)C(=O)CC(C)(O)C2C(=O)OC(C)C)cc1 (stereo unspecified),14
Cc1ccc(/C=N/NS(=O)(=O)c2ccc(Cl)cc2)cc1,-3
# (list continues)
SMILES,ER stress death
CC1=C(C(=O)Nc2ccc(Cl)cc2)C(c2ccccc2F)NC(=O)N1 (stereo unspecified),8
COc1ccc(CCNC(=O)c2ccc(Cl)cc2)cc1OC,3
CC(Nc1cc(N2CCN(CCO)CC2)ccc1[N+](=O)[O-])C12CC3CC(CC(C3)C1)C2 (stereo unspecified),2
Clc1ccc(N2CCN(N=Cc3cccc(Br)c3)CC2)cc1,3
CC(C)(C)C(=O)COc1ccc2ccc(=O)oc2c1,1
COc1ccc(NC(=O)O/N=C\c2ccc(Br)cc2)cc1,5
CCCOc1cc(OCCC)c(C#CCN2CCCCC2)cc1C#CCN1CCCCC1,-21
CCOC(=O)C1=C(C)NC(=O)CC1c1ccccc1F (stereo unspecified),4
C=CCNC(=O)CN(c1ccc(Oc2ccccc2)cc1)S(C)(=O)=O,6
CC(C)(C)c1cc(C(=O)N/N=C/c2ccc(F)cc2)n[nH]1,4
COc1ccc(C2CC(=O)C3=C(C2)Nc2ccccc2NC3c2ccc(OC(F)(F)F)cc2)cc1 (stereo unspecified),0
O=C1CCCC2=C1C(c1ccc([N+](=O)[O-])cc1)Nc1ccc(C(=O)c3ccccc3)cc1N2 (stereo unspecified),121*
CCOc1cccc(C2Nc3ccccc3NC3=C2C(=O)CC(c2ccc(OC)cc2)C3)c1 (stereo unspecified),106*
O=C(O)c1ccccc1C(=O)c1ccc2c3c(cccc13)CC2,20
Cc1ccc(C)n1-n1cnc2sc3c(c2c1=O)CCCC3,10

# Molecules listed so far with bromine:
SMILES,ER stress death
N/C(=N\OC(=O)COc1ccc(Br)cc1)c1ccncc1,-3
COc1ccc(OC)c(NC(=O)c2ccccc2Br)c1,7
OC(COc1ccc(Br)cc1)Cn1cnc2ccccc21 (stereo unspecified),4
O=C(Nc1ccccc1Cl)c1ccccc1Br,6
O=C(COc1ccc(Br)cc1)Nc1ccncc1,-1
O=C(CCCC(=O)Nc1cccc(Br)c1)N/N=C/c1cc([N+](=O)[O-])ccc1O,8
CN(C)c1cccc(C(=O)Nc2ccc(Br)cc2F)c1,0
Clc1ccc(N2CCN(N=Cc3cccc(Br)c3)CC2)cc1,3
COc1ccc(NC(=O)O/N=C\c2ccc(Br)cc2)cc1,5

# More structures follow:
SMILES,ER stress death
CC1=C(C(=O)OCc2ccccc2)C(c2ccc(O)c([N+](=O)[O-])c2)C2=C(CC(c3ccccc3)CC2=O)N1 (stereo unspecified),3
O=C(O)CCCC(=O)NCCC(c1ccccc1)c1ccccc1,-3
COC(=O)C1=C(C(=O)OC)N(c2ccccc2)/C(=C2/C(=S)C(C)(C)Nc3ccccc32)S1,-3
Cc1ccc(/C=C2\C(=O)NC(=O)N(Cc3ccccc3)C2=O)o1,-3
Cc1[nH][nH]c(=O)c1C(c1ccccc1F)C(C#N)C#N (stereo unspecified),-8
O=C(c1ccc(F)cc1)N1CCN(c2ccc(Cl)cc2[N+](=O)[O-])CC1,3
COc1ccc(NC(=O)Nc2nnc(-c3ccc(OC)c(OC)c3)s2)cc1,1
COc1ccc(N(CC(=O)N2CCCC2)S(=O)(=O)c2ccccc2[N+](=O)[O-])c(OC)c1,8
Cc1oc(-c2ccccc2)cc1C(=O)NC(Cc1ccccc1)C(=O)O (stereo unspecified),1
O=C1NC(=O)N(c2cccc(F)c2)C(=O)/C1=C/c1ccc(N2CCOCC2)o1,-4
N=c1sc(Cc2ccc(Br)cc2)cn1CC(=O)c1ccc(Cl)cc1,-3
Cc1c(Cl)cccc1N=Cc1ccc[nH]1,-10
O=C(Nc1cccc(Cl)c1)c1ccc(-n2cnnn2)cc1,4
COc1ccc(S(=O)(=O)NNC(=O)c2ccc([N+](=O)[O-])cc2)cc1,18
Cc1ccc(N2C(=O)NC(=O)/C(=C\c3cc(Cl)c(OCC(=O)O)c(Cl)c3)C2=O)cc1,10
CCc1ccc(C(=O)/C=C/c2ccc([N+](=O)[O-])o2)cc1,-1
O=C1S/C(=C/c2ccccc2F)C(=O)N1CNc1ccccc1Cl,0
O=C(NC(=S)Nc1ccc2oc(-c3ccc(I)cc3)nc2c1)c1ccccc1Cl,-1
COc1cccc(NC(=O)COc2ccc3ccccc3c2)c1,0
O=C1CSC(=S)N1c1ccccc1C(F)(F)F,-2
CCOc1ccc(-c2cc(C(=O)Nc3cc(OC)c(Cl)cc3OC)c3ccccc3n2)cc1,2
COc1cc(/C=c2\sc3nc4ccccc4n3c2=O)cc(Cl)c1OCc1ccccc1Cl,11
Cc1ccc(OCCOCCOc2ccc(Cl)cc2/C=C2/SC(=S)NC2=O)cc1,10
CCOC(=O)C(=CNc1cc(Cl)c(-c2ccco2)c(Cl)c1)C(=O)OCC,8
CCc1ccc(/C=N/NC(=O)c2c[nH]c3ccccc23)s1,-1
CC1=NN(c2ccccc2)C(=O)C1C(C)C[N+](=O)[O-] (stereo unspecified),-6
CC(=O)C1=C(O)C(=O)N(CCCC(=O)O)C1c1ccc([N+](=O)[O-])cc1 (stereo unspecified),2
COc1ccc(/C=C2/C(=O)NN(c3cccc(Cl)c3)C2=O)cc1OC,1
Cc1c(N2C(=O)/C(=C/c3ccc(-c4ccccc4Cl)o3)SC2=S)c(=O)n(-c2ccccc2)n1C,6
CCOc1ccc(N2C(=O)NC(=O)/C(=C/c3cccc4ccccc34)C2=O)cc1,10
COc1ccccc1C(=O)OC1CC(C)N(C)CC1C (stereo unspecified),15
CC1CN(c2c(Cl)cccc2[N+](=O)[O-])CCN1S(C)(=O)=O (stereo unspecified),6
COc1ccc(NC(=O)c2c(-c3ccccc3Cl)noc2C)c(OC)c1,6
O=C(c1cccc(C#Cc2ccccc2)c1)N1CCN(c2ccccc2F)CC1,2
CC(/C=C/c1ccc2c(c1)OCO2)=N\NC(=O)c1cccc([N+](=O)[O-])c1,-5
CCOc1ccc2c(C)c(CC)c(=O)oc2c1,-2
COc1cc(C(=O)Nc2cccc(F)c2)cc(OC)c1OC,0
O=C(O)CCC(=O)Nc1ccccc1C(=O)Nc1ccccc1,3
CC(=O)Nc1ccc(-c2nc(-c3ccccc3)c3cc(NC(C)=O)ccc3n2)cc1,-8
Cc1oc(C(C)(C)C)cc1C(=O)Nc1ccc(O)c(C(=O)O)c1,-1
COc1ccc(NC(=O)COc2ccc(Br)c(C)c2)cc1Cl,-1

# Shown bar-delimited: two of the compounds above.
Compound | ER stress death
Cc1ccc(C(=O)N/C(=C\c2ccc(Cl)cc2)C(=O)NCC(C)C)cc1 | -2
N#Cc1cc2c(nc1SCC(=O)Nc1nccs1)CCCCC2 | -5

# The list is partial, so the mix of outcomes need not match the whole.
